NCI-60 one-dose screen, 48 h, at 10 µM unless noted. Numbers give growth in % (100 = growth as untreated, 0 = no growth, -100 = all killed).
SF-539: SF-539 CNS cancer. 81,000 tested, 6.8% active. AID 1794752
SF-295: SF-295 CNS cancer cells | 79,000 tested, 5.6% active | AID 1794758
SNB-19: SNB-19 CNS cancer cells. 81,000 tested, 2.5% active. AID 1794751
SF-268: SF-268 CNS cancer cells; 82,000 tested, 3.1% active; AID 1794759
HCC-2998: HCC-2998 colon cancer. 79,000 tested, 4.7% active. AID 1794799
SNB-75: SNB-75 CNS cancer | 79,000 tested, 5% active
SW-620: SW-620 colon cancer | 82,000 tested, 5.2% active
KM12: KM12 colon cancer cells. 82,000 tested, 5% active
HT29: HT29 colon cancer; 81,000 tested, 7.4% active
The depositor's hits bear a star; nt = no result given; & = joins results of further samples. Rule for the calls: active = growth percent below 10; inactive = the rest. Random draw from the library; any-hit rate near 11%.

item	Compound	SF-539	SF-295	SNB-19	SF-268	HCC-2998
1	CCCC1C(=O)N2C(N(C)C)=Nc3ccc(C)cc3N2C1=O (configuration not stated)	87.7	101.4	92.0	93.0	104.8
2	NS(=O)(=O)c1ccc(Nc2ccnc(SCC(=O)c3ccccc3)n2)cc1	96.6	105.8	99.7	103.9	105.7
3	O=c1c2c(c3ccccc3n1-c1ccccc1)NC(=S)NC2c1ccc(Cl)cc1 (configuration not stated)	21.2	25.9	39.7	43.5	35.7
4	CS(=O)(=O)c1ccc(-c2nc3ccccc3n2CC(=O)N/N=C/c2ccc(Cl)cc2)cc1	99.6	89.7	104.8	92.6	100.3
5	O=C1OCCN1CCn1ccnc1[N+](=O)[O-]	102.8	111.6	103.4	113.4	127.9
6	CN(C)CCN(Cc1ccccc1)c1ccc2ccccc2n1	106.3	88.5	95.6	103.1	97.5
7	CCc1ccc2[nH]c(=O)c(C(c3nnnn3Cc3ccc(F)cc3)N3CCN(C4CCCCC4)CC3)cc2c1 (configuration not stated)	81.8	98.7	78.6	75.9	113.0
8	CCOC(=O)c1cccc(NC2=C(Cl)C(=O)C(C)=C(C)C2=O)c1	95.8	101.7	96.5	92.8	111.5
9	O=C1/C(=C/C2=Cc3ccccc3OC2)SC(=S)N1Nc1ccccc1	59.3	71.2	63.5	75.6	87.9
10	CCCCCCCCCC(=O)Oc1ccc(/C(=C(/C)Cc2cccc(OC)c2)c2ccc(OCCN(C)C)cc2)cc1	102.5	107.1	109.3	100.3	100.0

item	SNB-75	SW-620	KM12	HT29
1	102.3	104.4	108.2	111.0
2	90.9	105.4	105.7	107.1
3	41.0	57.1	nt	41.5
4	80.2	89.1	92.7	96.4
5	108.1	107.7	111.0	114.5
6	82.0	91.8	101.1	89.7
7	84.6	98.3	103.7	87.8
8	104.2	100.2	89.6	109.8
9	nt	87.3	56.2	109.1
10	nt	104.2	103.7	109.1

Shown with tabs: part of the list above
no.	Molecule	SF-539	SF-295	SNB-19	SF-268	HCC-2998	SNB-75	SW-620	KM12	HT29
8	CCOC(=O)c1cccc(NC2=C(Cl)C(=O)C(C)=C(C)C2=O)c1	95.8	101.7	96.5	92.8	111.5	104.2	100.2	89.6	109.8
9	O=C1/C(=C/C2=Cc3ccccc3OC2)SC(=S)N1Nc1ccccc1	59.3	71.2	63.5	75.6	87.9	nt	87.3	56.2	109.1

Next section:
item	Compound	SF-539	SF-295	SNB-19	SF-268	HCC-2998
11	CCOC(=O)C1=C(C)NC(=O)NC1c1cc(=O)oc2ccc(C)cc12 (configuration not stated)	102.1	96.9	105.6	101.0	96.2
12	Cc1c(OCC(F)(F)F)ccnc1CNc1ccc(C2=CC(c3ccccc3)N=C(N)N2)cc1 (configuration not stated)	101.6	84.1	88.8	76.9	95.5
13	Cc1cc(NC(=O)CNc2nc(Oc3ccc(F)cc3)nc(-c3ccc(F)cc3)n2)ccc1Cl	108.6	96.9	100.4	100.1	101.7
14	Cc1ccc(-c2cc3nc(C(Cl)Cl)nc(-c4ccc(F)cc4)n3n2)cc1	105.1	85.4	89.9	102.7	95.3
15	CC(=O)N(CC(O)CN(C(C)=O)c1c(I)c(C(=O)NCC(O)CO)c(I)c(C(=O)NCC(O)CO)c1I)c1c(I)c(C(=O)NCC(O)CO)c(I)c(C(=O)NCC(O)CO)c1I (configuration not stated)	95.7	99.5	111.2	94.5	105.2
16	COc1cc(-c2nc3ccccc3s2)ccc1OCc1nc2n(n1)S(=O)(=O)c1ccccc1N2c1ccccc1	103.7	107.4	104.9	102.3	129.0
17	O=C1/C(=C/c2cccs2)CCc2ccccc21	107.8	nt	103.9	106.6	99.7
18	c1cc(N2CCCC2)c2nc(-c3[nH]ncc3Nc3ncnc4[nH]ccc34)[nH]c2c1	-54.3*	-34.0*	-13.1*	-25.1*	-30.4*
19	O=c1ccc2cc3ccccc3cc2[nH]1	nt	95.4	104.3	75.5	83.3
20	CCC1(c2ccccc2)C(=O)Nc2ccc(C(F)(F)F)cc21 (configuration not stated)	98.4	nt	107.4	108.4	113.7

item	SNB-75	SW-620	KM12	HT29
11	97.0	107.9	101.3	95.2
12	67.7	89.8	68.4	54.3
13	87.8	100.8	103.0	94.0
14	116.5	94.3	93.2	91.5
15	125.9	109.4	103.9	98.6
16	103.5	101.5	101.0	103.7
17	110.0	102.5	95.8	101.7
18	-59.6*	2.0*	-20.4*	1.1*
19	82.2	97.4	100.8	101.2
20	83.8	105.7	77.5	95.7

Remaining list, next part
item	Compound	SF-539	SF-295	SNB-19	SF-268	HCC-2998
21	O=C1CC(=O)Nc2cccc3cccc(c23)N1	95.5	141.9	106.7	102.9	92.2
22	COc1cc(C(C)n2cc(-c3ccccc3)nn2)ccc1OC1CCCC1 (configuration not stated)	69.3	47.1	79.2	72.0	70.4
23	c1cc(-c2nc3sc(-c4ccncc4)nc3s2)ccn1	101.0	98.5	98.6	97.9	104.8
24	CSC(SC)=C1C(=O)Nc2ccccc21	100.6	107.6	101.3	96.5	113.9
25	N#Cc1nc(C#N)c(Sc2ccccc2)c(Sc2ccccc2)c1Sc1ccccc1	-86.6*	1.9*	-45.7*	-67.6*	-85.4*
26	CCN(CC)CCCC(C)N=C(C1=C(C(=NC(C)CCCN(CC)CC)c2cccc(OC)c2)C(=O)NC1=O)c1cccc(OC)c1 (configuration not stated)	-85.3*	-53.5*	nt	-29.5*	-69.9*
27	CCCN(CCC)C(=O)SCC	103.3	95.8	89.7	112.2	115.5
28	Cc1cc(NC(=O)c2cccc(C(F)(F)F)c2)n(-c2nc(-c3ccc4c(c3)OCO4)cs2)n1	105.0	105.6	105.0	99.5	100.5
29	COCc1ccc(C(=O)NC(CC(C)C)c2nnc3n2CCN(Cc2ccc(OC)cc2)C3)o1 (configuration not stated)	106.1	103.1	98.5	94.5	111.6
30	Cc1ccc(S(=O)(=O)N2CCC(C3(C(F)(F)F)N=N3)CC2)cc1	93.6	94.9	90.5	92.3	103.6

item	SNB-75	SW-620	KM12	HT29
21	77.9	103.4	104.1	99.4
22	75.5	74.7	71.8	82.4
23	89.2	102.5	99.9	101.7
24	101.5	104.9	100.6	120.2
25	-61.2*	-67.2*	-85.2*	-67.2*
26	-28.5*	-9.1*	2.4*	-10.5*
27	88.2	96.1	110.3	107.6
28	105.2	103.9	93.3	94.0
29	91.8	100.8	102.3	96.3
30	nt	102.3	96.8	95.5

(listing goes on)
item	Compound	SF-539	SF-295	SNB-19	SF-268	HCC-2998
31	Cc1c(O)ccc2oc(=O)c(C(=O)CSc3nc4ccccc4c(=O)n3-c3ccccc3)cc12	98.5	89.5	86.4	91.9	99.1
32	Cn1cc(-c2nc(-c3cn(C)c4c(Cl)nccc34)cs2)c2ccccc21	82.8	105.3	101.5	104.4	109.6
33	CN(C)c1ccc(/C=C2\N=C(c3ccccc3)OC2=O)cc1	106.7	101.5	96.8	103.6	104.3
34	COc1ccc(NC(=O)Cn2c3ccc(Cl)cc3c3ccc([C@H](C)C(=O)O)cc32)cc1	101.0	79.2	99.7	98.9	99.2
35	N#C/C(=C\c1ccc2c(c1)CCC2)C(N)=O	107.7	nt	100.5	110.1	106.9
36	O=C1Nc2cnc(Cl)nc2Nc2ccccc21	105.3	107.7	102.0	120.4	100.9
37	Nc1sc2c(c1-c1nc3ccccc3s1)CCCC2	97.7	94.1	101.1	96.0	94.4
38	O=C(Nc1cccc2c1C(=O)c1c(O)ccc(NC(=O)c3ccccc3)c1C2=O)c1ccccc1	89.4	96.5	112.1	99.8	103.7
39	COc1cc2cc3c4cc(OC)c(OC)cc4cc[n+]3c(C)c2cc1OC	92.5	63.2	48.6	17.5	98.6
40	CC1=NN(c2cccc(Cl)c2)C(=O)/C1=C\c1cn(Cc2cccc3ccccc23)c2ccccc12	65.7	20.0	64.6	65.7	98.7

item	SNB-75	SW-620	KM12	HT29
31	82.0	97.1	89.2	96.3
32	112.2	93.7	99.6	44.6
33	83.5	99.2	111.2	94.4
34	91.3	90.7	79.0	86.6
35	103.2	108.3	105.6	108.8
36	86.4	104.5	nt	96.1
37	90.3	99.7	94.4	105.9
38	93.5	92.4	98.8	109.6
39	73.2	81.3	92.9	82.3
40	20.6	104.5	97.2	104.1

(cont.)
item	Compound	SF-539	SF-295	SNB-19	SF-268	HCC-2998
41	COc1cc(Nc2scc3[n+]2CCC3)cc(OC)c1OC	102.6	100.5	101.8	97.5	110.9
42	NS(=O)(=O)c1ccc(C(=O)NN2C(=O)c3cccc4cccc(c34)C2=O)cc1	104.0	98.4	97.9	93.1	108.7
43	c1ccc(-c2n[nH]c(-c3[nH]nc(-c4ccccc4)c3-c3ccccc3)c2-c2ccccc2)cc1	98.9	95.8	nt	100.2	109.2
44	O=C1Nc2ccc(Cl)cc2C1=Nc1ccc(O)cc1	98.4	102.4	98.3	90.3	107.0
45	CCOC(=O)C1(CC(C)C)CCOC1=O (configuration not stated)	97.7	99.5	102.3	98.7	105.7
46	COc1cc(-c2c3sc(=O)[nH]c3nc3c2c(=O)[nH]n3C(C)C)cc2c1OCO2	nt	83.5	107.3	115.2	nt
47	Cc1nn(-c2ccccc2)c(N2CCCC2)c1-c1nc2ccc(C(=O)O)cc2[nH]1	100.3	97.6	96.7	91.2	107.3
48	COC(=O)c1ccccc1N=NC(C#N)C(N)=O (configuration not stated)	97.6	101.7	105.0	109.5	101.4
49	CC[C@H](C)[C@@H]1NC(=O)[C@H]([C@@H](C)O)NC(=O)C(Cc2ccccc2)NC(=O)[C@@H]2CCCN2C(=O)C(C(C)C)NC(=O)C(Cc2ccccc2)NC(=O)CNC(=O)[C@@H]2CCCN2C1=O (some centres not stated)	83.2	74.2	73.6	72.8	88.2
50	O=C(CS(=O)(=O)Cc1ccccc1)c1ccccc1	96.6&102.0	102.0&108.3	102.3&99.7	106.5&97.6	109.9&111.1

item	SNB-75	SW-620	KM12	HT29
41	104.0	98.0	98.4	104.1
42	64.0	102.6	98.3	106.2
43	101.2	96.5	99.9	96.4
44	93.7	90.5	99.2	102.5
45	86.8	98.3	99.3	104.0
46	85.2	103.8	100.6	102.8
47	81.9	101.5	97.4	105.9
48	96.3	104.8	105.1	111.3
49	54.3	68.3	59.2	76.2
50	89.8&101.1	100.3&97.7	105.8&106.3	97.2&110.0

The results go on.
item	Compound	SF-539	SF-295	SNB-19	SF-268	HCC-2998
51	Cc1cccc(Nc2nc(N)c3ccccc3n2)c1	101.8	99.6	97.8	94.6	108.6
52	Cn1cc(/C=C2\SC(=S)N(CCCC(=O)NCCc3c[nH]c4ccccc34)C2=O)c2ccccc21	88.2	95.7	74.6	59.6	102.3
53	COc1ccc(C(=O)N/N=C/c2ccc(OC)c(Br)c2)cc1	102.6	97.2	101.8	113.7	90.4
54	COc1cc2c(cc1OC)[C@H](C(=O)O)C(c1ccc3c(c1)OCO3)N(C)C2=O (some centres not stated)	101.2	132.0	111.2	110.8	106.5
55	O=c1c2ccccc2nc(COc2ccccc2)n1NS(=O)(=O)c1ccccc1	93.9	103.9	91.3	97.8	109.9
56	O=c1[nH]c2ccccc2n1C1CCN(CCOc2ccccc2)CC1	106.3	76.9	93.3	92.8	98.5
57	N#CC1=C(N)Oc2c(c(=O)[nH]c3ccccc23)C12C(=O)Nc1ccccc12 (configuration not stated)	93.9	nt	98.3	96.0	101.5
58	OC1(Cc2ccc(F)cc2)CCCCCC1	104.3	91.8	102.2	102.7	104.3
59	COc1ccc(/C(=N/N=C(N)N)c2ccc(F)cc2)cc1OC	93.1	89.2	94.9	84.8	99.2
60	CC(C)COC(=O)c1ccc([N+](=O)[O-])cc1	101.1	98.8	102.1	95.7	95.2

item	SNB-75	SW-620	KM12	HT29
51	94.4	102.7	nt	98.4
52	73.3	92.1	89.0	94.8
53	111.5	105.5	101.5	93.5
54	99.8	104.5	108.9	118.6
55	59.9	96.3	93.8	103.3
56	80.5	103.0	96.9	99.4
57	75.3	92.3	97.9	100.3
58	98.2	105.2	100.7	101.4
59	83.9	103.0	101.7	95.3
60	95.1	108.4	117.7	92.9

(further entries)
item	Compound	SF-539	SF-295	SNB-19	SF-268	HCC-2998
61	O=C(NCCNc1nccc(Nc2ccc(S(=O)(=O)Nc3ccccn3)cc2)n1)C(Cl)(Cl)Cl	104.9	110.7	96.7	102.8	96.4
62	CCS(=O)(=O)c1ccc(/C=N/Nc2nc3ccccc3o2)cc1	100.5	104.8	100.3	115.1	nt
63	CNc1ccc(N)cc1	96.8	108.5	104.2	113.7	100.5
64	COc1ccc(-c2cc(-c3ccc(Cl)cc3)nc(SCCCCCC(=O)NO)n2)cc1	90.6	95.4	99.8	115.5	109.8
65	COC(=O)C1CCCN(S(=O)(=O)/N=C2\NC(=O)NC2=C(Cl)Cl)C1 (configuration not stated)	104.6	104.2	94.6	105.5	111.3
66	Cc1ccc(CCC(C)c2ccc(C)cc2)cc1 (configuration not stated)	105.8	100.8	94.1	99.3	96.5
67	Nc1c2c(nc3ccc(F)cc13)CC(c1ccccc1)CC2=O (configuration not stated)	97.5	101.9	100.3	99.8	98.9
68	CSc1nc(-c2ccco2)c(C#N)c(-n2nc(C)cc2C)n1	97.5	99.8	97.5	96.7	98.0

item	SNB-75	SW-620	KM12	HT29
61	96.7	106.7	97.6	97.2
62	86.5	117.4	104.2	102.4
63	67.3	104.3	106.7	107.4
64	87.2	93.4	103.8	98.9
65	124.7	85.8	5.0*	115.9
66	87.4	102.2	108.8	107.3
67	87.6	92.3	84.1	97.5
68	105.4	108.1	102.1	92.9

Ordered by heavy-atom count (highest first): part of the list above.
item	Compound	SF-539	SF-295	SNB-19	SF-268	HCC-2998
3	O=c1c2c(c3ccccc3n1-c1ccccc1)NC(=S)NC2c1ccc(Cl)cc1 (configuration not stated)	21.2	25.9	39.7	43.5	35.7
21	O=C1CC(=O)Nc2cccc3cccc(c23)N1	95.5	141.9	106.7	102.9	92.2
45	CCOC(=O)C1(CC(C)C)CCOC1=O (configuration not stated)	97.7	99.5	102.3	98.7	105.7

item	SNB-75	SW-620	KM12	HT29
3	41.0	57.1	nt	41.5
21	77.9	103.4	104.1	99.4
45	86.8	98.3	99.3	104.0
